# Screens: PubChem, Dana-Farber Cancer Institute and Novartis Institutes for BioMedical Research (Cambridge, Mass)
# USP10 inh: inhibitors of human USP10 deubiquitinase; Ubiquitin carboxyl-terminal hydrolase 10 (Homo sapiens), Q14694; purified USP10, Ub-rhodamine fluorescence, 60 min; inhibition, % at 20 µM; 47,000 compounds, 1.1% hits; AID 1645856, 2021
# USP28 block: inhibitors of human USP28 deubiquitinase | 47,000 compounds, 3% hits | purified USP28, Ub-rhodamine cleavage fluorescence, 30 min | AID 1645857, 2021 | Ubiquitin carboxyl-terminal hydrolase 28 (Homo sapiens), Q96RU2 | inhibition, % at 25 µM
# USP7 inh: inhibitors of human USP7 deubiquitinase; 47,000 compounds, 0.3% hits; inhibition, % at 20 µM; Ubiquitin carboxyl-terminal hydrolase 7 (Homo sapiens), Q93009; purified USP7, Ub-rhodamine cleavage fluorescence
# USP17 block: inhibitors of human USP17 deubiquitinase. purified USP17, Ub-rhodamine cleavage fluorescence, 3 h. 47,000 compounds, 6.5% hits. inhibition, % at 50 µM. AID 1645855, 2021
# Target sequence (A8MUK1 whole entry, looked up): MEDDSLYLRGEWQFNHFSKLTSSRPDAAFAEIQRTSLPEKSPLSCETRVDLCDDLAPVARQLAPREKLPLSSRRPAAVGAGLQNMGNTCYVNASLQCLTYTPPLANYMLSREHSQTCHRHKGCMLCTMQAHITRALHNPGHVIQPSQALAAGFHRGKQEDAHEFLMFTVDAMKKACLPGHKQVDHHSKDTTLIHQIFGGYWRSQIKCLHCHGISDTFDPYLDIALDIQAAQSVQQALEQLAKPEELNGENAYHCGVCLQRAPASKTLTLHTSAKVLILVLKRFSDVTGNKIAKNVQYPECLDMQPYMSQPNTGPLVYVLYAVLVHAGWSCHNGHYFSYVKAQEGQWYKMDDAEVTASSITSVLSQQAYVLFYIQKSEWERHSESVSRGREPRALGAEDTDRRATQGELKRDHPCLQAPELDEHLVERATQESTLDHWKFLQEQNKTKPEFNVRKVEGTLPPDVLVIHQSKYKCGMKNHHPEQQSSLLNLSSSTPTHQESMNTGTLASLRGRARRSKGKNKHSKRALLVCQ
# USP30 block: inhibitors of human USP30 deubiquitinase. Ubiquitin carboxyl-terminal hydrolase 30 (Homo sapiens), Q70CQ3. inhibition, % at 25 µM. purified USP30, Ub-rhodamine cleavage fluorescence. AID 1645860, 2021. 47,000 compounds, 5.3% hits
# USP8 inh: inhibitors of human USP8 deubiquitinase | purified USP8, Ub-rhodamine cleavage fluorescence, 30 min | Ubiquitin carboxyl-terminal hydrolase 8 (Homo sapiens), P40818 | AID 1645853, 2021 | inhibition, % at 20 µM | 47,000 compounds, 4.2% hits
# UCHL1 inh: inhibitors of human UCHL1 deubiquitinase. Ubiquitin carboxyl-terminal hydrolase isozyme L1 (Homo sapiens), P09936. purified UCHL1, Ub-rhodamine cleavage fluorescence. inhibition, % at 20 µM. 47,000 compounds, 0.2% hits. AID 1645859, 2021
# OTUD3 inh: inhibitors of human OTUD3 deubiquitinase; purified OTUD3, Ub-rhodamine fluorescence, 2 h; OTU domain-containing protein 3 (Homo sapiens), Q5T2D3; 47,000 compounds, 0.7% hits; inhibition, % at 25 µM; AID 1645858, 2021
# Target sequence (Q5T2D3 whole entry, looked up, the tested form may be a part): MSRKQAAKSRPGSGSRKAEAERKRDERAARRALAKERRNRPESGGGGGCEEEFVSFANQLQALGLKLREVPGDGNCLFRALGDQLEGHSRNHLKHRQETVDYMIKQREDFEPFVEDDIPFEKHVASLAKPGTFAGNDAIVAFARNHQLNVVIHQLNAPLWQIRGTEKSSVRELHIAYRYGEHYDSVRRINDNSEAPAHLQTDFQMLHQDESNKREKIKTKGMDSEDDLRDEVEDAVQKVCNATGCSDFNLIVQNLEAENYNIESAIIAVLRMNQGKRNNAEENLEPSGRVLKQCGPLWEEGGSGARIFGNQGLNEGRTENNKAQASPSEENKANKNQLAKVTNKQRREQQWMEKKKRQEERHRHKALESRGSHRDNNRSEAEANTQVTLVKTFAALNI
# * marks the source's active call; other numbers are inactive results; i = inactive; . = no result given. Rule as the data show it: active = inhibition above about 30%; inactive = the rest.
entry	SMILES	OTUD3 inh	USP17 block	USP7 inh	USP8 inh	USP28 block	USP10 inh	UCHL1 inh	USP30 block
1	O=C(NC1CCN(C(=O)c2ccc(Cl)cc2)CC1)C1CCCCC1	-3.3	.	-0.8	-4.1	-1.5	1.4	-0.9	2.6
2	O=C(Nc1cccc(F)c1)N1CCC2(CC1)NC(=O)N(CCOc1ccccc1)C2=O	10.8	6.4	-10.2	19.5	12.4	2.1	6.2	12.7
3	COc1cccc(-c2ccc(SCC(=O)Nc3ccc(F)c(F)c3)nn2)c1	-2.6	14.2	2.0	31.5*	7.8	9.6	0.5	24.3
4	CS(=O)(=O)N1Cc2ccccc2OC2(CCCNC2)C1 (stereo not drawn)	-4.1	1.4	1.7	-14.1	-7.5	-0.6	-0.5	0.4
5	CCN(C(=O)COc1ccc(C(=O)c2ccccc2)cc1)c1ccccc1	10.9	10.8	0.4	3.7	9.6	1.3	2.2	17.1
6	CC(C)CNC(=O)c1cc(-c2ccn(C3CCCC3)n2)n2ccccc12	-45.6	-30.3	-16.4	-21.1	-38.5	-9.1	-3.9	-218.5
7	CCCc1nc(C2CN(C(=O)c3snnc3CC)CCO2)n[nH]1 (stereo not drawn)	3.4	-0.4	6.2	12.7	2.8	-0.1	1.2	-25.0
8	CCc1cccc(-n2nnnc2N2CCN(C(=O)Nc3ccc(C)cc3C)CC2)c1	11.2	3.6	-11.5	-15.8	15.2	2.5	3.3	14.3
9	Cc1cccc(C(=O)N2CCC(Cc3nc(C)cc(-c4nccn4C)n3)CC2)n1	14.1	8.4	0.3	6.9	4.8	-0.3	0.5	27.9
10	COc1ccc(C(=O)Nc2cc(-c3cccnc3)no2)cc1	-4.4	.	-2.6	-11.3	1.9	-2.9	-2.7	-2.9
11	COc1ccc(OC)c(C(=O)COC(=O)c2ccc3ccccc3n2)c1	4.7	26.5	2.9	19.0	12.4	2.3	3.4	-0.4
12	Cn1nc(C(=O)Nc2ccccc2)c2c1CCN(C(=O)Nc1ccccc1Cl)C2	-14.3	-19.2	-2.5	-0.9	-10.7	-0.1	-1.2	-17.6
13	COC1=C(N)C(=O)c2nc(-c3nc(C(=O)O)c(C)c(-c4ccc(O)c(OC)c4O)c3N)ccc2C1=O	14.1	45.7*	-143.9	-325.9	31.1*	-16.5	-33.9	-172.2
14	Cc1cc(C)nc(C2CCN(C(=O)CCn3nnc4ccccc43)C2)n1 (stereo not drawn)	-0.1	0.0	-0.3	-1.3	0.0	-3.9	-1.2	-12.0
15	O=C(COc1ncnc2cc([N+](=O)[O-])ccc12)NC1CCCCC1	-28.7	-11.6	-14.6	-78.0	-18.8	-2.2	-17.9	-131.3
16	Cc1cc(=O)[nH]c(-n2nc(C)c(CCC(=O)Nc3cccc(F)c3)c2C)n1	9.9	-84.2	0.1	-265.9	4.5	0.8	2.8	-25.9
17	COc1cc2ncnc(NCc3cccs3)c2cc1OC	-3.1	-7.9	2.7	-10.1	4.5	5.2	0.0	-0.7
18	CCOc1cccc(CNC(=O)C2c3ccccc3CC(=O)N2CC)c1 (stereo not drawn)	3.5	26.6	-1.0	55.3*	2.5	0.9	3.0	2.0
19	Cc1cnn(CC2CCCCN2C(=O)CCc2c(C)nn(C)c2C)c1 (stereo not drawn)	1.5	2.3	1.7	13.8	6.4	1.1	0.9	2.2
20	Cn1c(=O)c2nscc2n(CC(=O)Nc2ccc(Cl)cc2)c1=O	3.6	22.4	-4.0	-11.1	.	-4.1	1.9	.

# Sorted by value in USP30 block (low to high): 3 of the compounds above
No.	canonical_smiles	USP30 block
12	Cn1nc(C(=O)Nc2ccccc2)c2c1CCN(C(=O)Nc1ccccc1Cl)C2	-17.6
11	COc1ccc(OC)c(C(=O)COC(=O)c2ccc3ccccc3n2)c1	-0.4
19	Cc1cnn(CC2CCCCN2C(=O)CCc2c(C)nn(C)c2C)c1 (stereo not drawn)	2.2

# Following part:
entry	SMILES	OTUD3 inh	USP17 block	USP7 inh	USP8 inh	USP28 block	USP10 inh	UCHL1 inh	USP30 block
21	O=C(NCC12CC3CC(CC(C3)C1)C2)c1ccc2ccccc2c1	10.5	11.8	16.7	15.8	7.2	7.4	5.9	20.7
22	O=C(C1CCCO1)N1CCN(c2ccc(Nc3ccccc3)nn2)CC1 (stereo not drawn)	-1.6	-2.0	-2.0	-0.9	-6.1	-0.9	-3.4	-12.8
23	O=S(=O)(c1cccc(F)c1)N1CCN(c2nnnn2-c2ccccc2)CC1	40.9*	30.5*	2.1	-8.8	-6.7	2.1	-1.5	-3.8
24	COc1ccc(OCC(=O)N2CCC([C@@H]3C[C@H](C(F)F)n4nc(C)cc4N3)CC2)cc1	5.1	-23.0	-0.3	-1.7	-5.0	-0.1	0.2	12.9
25	CCc1nc(SCC(=O)N2CCCc3ccccc32)c2oc3ccccc3c2n1	-1.7	40.3*	10.0	6.4	3.3	7.8	4.9	-1.0
26	Cc1cc(N2CCC(NC(=O)NCc3ccc(F)cc3)C2=O)ccc1F (stereo not drawn)	7.9	69.8*	3.2	1.5	3.3	5.3	0.4	12.3
27	O=C(CNCc1ccco1)N(c1ccccc1)c1ccccc1	-2.1	-7.5	-5.7	-15.2	-2.1	0.4	0.0	-2.3
28	COc1c2c(cc3c1C(c1nnnn1-c1cc(C)ccc1C)N(C)CC3)OCO2 (stereo not drawn)	7.9	4.2	3.9	0.0	11.1	4.0	5.1	18.4
29	Cc1cc(NC(=O)c2[nH]nc3c2CCc2ccccc2-3)no1	-10.0	64.4*	7.1	23.7	12.2	7.9	-2.7	-30.5
30	COc1ccc(NC(=O)C2CC(=O)NC(N3CCN(c4ccccc4)CC3)=N2)cc1 (stereo not drawn)	4.1	5.1	6.8	8.4	3.5	1.7	2.9	-0.4
31	Cc1noc(-c2ccc(SCC(=O)N3CCC(C)CC3)nc2)n1	-0.7	-11.4	-5.7	-18.1	-17.4	-3.7	-7.6	-24.4
32	COc1cccc(CNS(=O)(=O)c2cc3[nH]c(=O)[nH]c3cc2C)c1	-7.0	-31.4	-10.3	-9.4	-7.1	-3.3	-1.1	-94.9
33	CSc1nc(Cc2ccc(Cl)cc2)nc2ccccc12	1.3	2.3	-25.3	6.9	55.5*	3.1	3.0	-4.1
34	CC1=C(c2ccccc2)S(=O)(=O)N=C1N1CCCN(C(=O)c2ccc(C#N)cc2)CC1	-1.2	-6.0	-0.1	-0.7	-1.6	-0.3	-1.0	1.9
35	CC(C)CNC(=O)N1CCc2nc(C(=O)N3CCOCC3)sc2CC1	6.1	3.0	1.7	-25.4	3.2	-0.1	1.2	16.4
36	CCC(=O)N1CCc2cc(C(=O)Nc3ccccc3OC)ccc21	8.0	8.2	3.1	1.1	43.3*	0.0	2.2	17.4
37	CC(C)CC1NC(=O)C(NC(=O)c2ncccc2O)C(C)OC(=O)C(c2ccccc2)N(C)C(=O)C(C)NC(=O)C(C(C)C(C)C)N(C)C(=O)CN(C)C(=O)C2CC(O)CN2C1=O (stereo not drawn)	4.1	-23.3	-0.1	-5.6	0.5	1.1	3.4	-0.1
38	CC1NC(=O)C(CC(N)=O)NC(=O)C(C(C)O)NC(=O)C(Cc2ccc(O)cc2)NC(=O)C(C(C)C)NC(=O)C(NC(=O)CC(O)CCCCCCCCCCCCN=C(N)N)C(C)OC1=O (stereo not drawn)	73.4*	33.8*	-21.5	-20.3	86.9*	-6.7	4.4	86.2*
39	CN(C)C(=O)N1C[C@@H]2C(=O)N(C)C3(CCN(S(=O)(=O)Cc4ccccc4)CC3)[C@@H]2C1	14.6	-26.8	-4.4	-39.8	3.8	0.4	1.3	7.7
40	Cn1c(=O)cc(SCC(=O)NC2CCN(Cc3ccccc3)CC2)c2ccc(Cl)cc21	19.9	33.5*	-4.1	-3.1	18.4	-1.5	3.6	50.2*

# Profiles, quoted from the list:
# Shown for `CC1NC(=O)C(CC(N)=O)NC(=O)C(C(C)O)NC(=O)C(Cc2ccc(O)cc2)NC(=O)C(C(C)C)NC(=O)C(NC(=O)CC(O)CCCCCCCCCCCCN=C(N)N)C(C)OC1=O` (stereo not drawn) = OTUD3 inh = 73.4*; USP17 block = 33.8*; USP7 inh = -21.5; USP8 inh = -20.3; USP28 block = 86.9*; USP10 inh = -6.7; UCHL1 inh = 4.4; USP30 block = 86.2*
# Shown for `CSc1nc(Cc2ccc(Cl)cc2)nc2ccccc12` = OTUD3 inh = 1.3; USP17 block = 2.3; USP7 inh = -25.3; USP8 inh = 6.9; USP28 block = 55.5*; USP10 inh = 3.1; UCHL1 inh = 3.0; USP30 block = -4.1

# The listing continues:
entry	SMILES	OTUD3 inh	USP17 block	USP7 inh	USP8 inh	USP28 block	USP10 inh	UCHL1 inh	USP30 block
41	CCCC(=O)N1CCCC(c2nnc(C(=O)Nc3ccc(F)cc3)s2)C1 (stereo not drawn)	-1.5	13.8	-5.4	-0.2	.	-0.8	-4.5	.
42	COc1ccc(C(=O)CCC(=O)N2CCCC(c3[nH]nc4nccnc34)C2)cc1C (stereo not drawn)	-8.0	-15.4	-3.2	-7.7	-17.3	-7.0	-7.5	-39.5
43	O=c1[nH]c(=O)n(Cc2ccccc2)c2c1CN(CCc1ccccc1)CN2	25.1	35.0*	4.1	19.4	15.5	16.5	21.3	35.6*
44	COc1ccc(S(=O)(=O)NC2CCc3ccccc32)cc1OC (stereo not drawn)	1.7	9.1	1.9	0.5	-2.2	4.7	1.9	5.6
45	CC1CCN(S(=O)(=O)CC(F)(F)F)Cc2nc3ccccc3n21 (stereo not drawn)	0.1	-14.1	4.5	0.0	-9.4	-2.2	-1.8	-11.1
46	Cc1oc(C2CCN(C(=O)Nc3ccc(Cl)cc3)CC2)nc1C(=O)N1CCOCC1	0.5	-9.9	-3.7	0.5	-13.8	0.5	-1.2	-13.8
47	Cc1ccc(C(=O)CN2C(=O)COc3cc(C(=O)N(C)C[C@H](O)c4cccc(O)c4)ccc32)cc1	6.5	-3.3	5.7	5.3	5.7	1.8	-0.1	-1.5
48	CCOC(=O)C1=C(COc2ccccc2Br)NC(=O)NC1C (stereo not drawn)	0.4	-15.6	5.2	-147.6	-3.2	1.5	-2.9	0.7
49	Cc1ccccc1CS(=O)(=O)c1cn(CC(=O)N2CCCCCC2)c2ccccc12	4.9	-0.3	-8.0	1.5	-0.3	2.8	2.2	5.9
50	O=C(Nc1ccccc1)N1C[C@@H]2c3nccn3-c3ccccc3[C@@H]2C1	1.3	2.0	-8.5	8.6	2.9	-0.1	1.0	2.1
51	CCN(CC(=O)Nc1ccc2c(c1)CCC2)Cc1nc2ccccc2c(=O)[nH]1	-1.1	-11.9	-8.4	-8.8	-4.2	-2.6	-1.1	-30.4
52	O=C(NCC1CCCO1)c1cc(-c2ccn(CC3CC3)n2)n2ccccc12 (stereo not drawn)	-100.3	-104.1	-40.7	-32.4	-121.5	-10.9	-19.3	i
53	CC(C)CCNC(=O)Cn1cc(S(=O)(=O)Cc2ccccc2)c2ccccc21	3.3	5.5	-10.1	-9.9	0.0	0.0	-1.1	-6.9
54	COc1ccc(NC(=O)CC2Nc3ccccc3OC2=O)cc1 (stereo not drawn)	-9.7	12.6	-1.7	-74.4	-1.2	-1.6	-0.1	-32.0
55	O=C(c1ccco1)N1CCCC(Nc2ncnc3c2CCC3)C1 (stereo not drawn)	-6.2	-11.8	-0.1	-10.6	-6.5	-2.0	-2.2	-18.1
56	COc1ccc(OC)c(CCN2C(=O)CCC2(C)C(=O)NCc2ccccc2)c1 (stereo not drawn)	-5.2	-8.5	-11.4	-7.6	-19.8	0.2	-3.8	-6.8
57	CNC(=O)N1CCc2nc(C(=O)N3CCCC3)sc2CC1	-2.5	-5.2	-2.5	-28.4	-1.9	-0.6	-1.9	-4.3
58	O=C(c1ccc(OCC2CCN(C(=O)c3c(F)cccc3F)CC2)cc1)N1CCOCC1	-1.3	-6.3	0.0	-2.7	-0.1	-1.1	-0.5	2.7
59	COc1ccc(CCc2nnc(-c3cnc4onc(C5CC5)c4c3)o2)cc1	9.6	14.2	2.3	13.9	2.9	9.7	1.0	4.5
60	Cc1noc(C)c1CN1CCn2c1nc(-c1ccccc1)cc2=O	-9.9	-13.8	-151.3	-5.0	-12.9	-9.4	-5.8	-54.7
61	COc1ccc(-c2nc3sccn3c2Nc2ccc3c(c2)OCCO3)cc1	4.2	9.6	-0.1	-34.4	25.6	2.6	3.0	12.7
62	O=C(c1cccc(=O)[nH]1)N1CCC[C@@]2(C[C@@H](Oc3cccc(F)c3)CO2)C1	3.4	4.4	-2.4	2.3	1.1	-0.3	0.1	4.1
63	COc1ccc(-c2nnc(SCC(=O)Nc3ccc(C)cc3)n2C2CCCCC2)cc1OC	17.3	33.8*	-14.5	9.0	15.4	-0.7	0.4	48.3*
64	CSCCNC(=O)Nc1ccc(Cl)cc1	9.7	0.7	-1.4	0.4	1.6	-1.0	1.5	20.2
